High-throughput results: PubChem BioAssay, several laboratories
Ecoli tolC – growth inhibitors of E. coli tolC mutant, primary screen, strain BW25113 ΔtolC::kan, 384-well; OD615; growth inhibition, % at 10 µM (by protocol); hit rate 2.2% among 65,000; AID 573, 2007;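 active means growth inhibition at or above a cutoff equal to the mean over every tested compound plus 3 SD, cut at about 60% in these data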;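 further: growth measured after 20 h incubation at 37 °C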
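test system = E. coli BW25113 ΔtolC::kan bacteria | medium = LB with kanamycin 50 µg/mL | signal = OD at 615 nm | schedule = 37 °C, 20 h exposure | evaluation = % inhibition of E. coli growth | compound dosing = one dose of 10 µM final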
RORA act – activators of orphan receptor RORA, primary screen, cell-based, luminescence; CHO-K1 Gal4-RORA LBD luciferase reporter; percent increase over mock-subtracted basal signal; Nuclear receptor ROR-alpha (Homo sapiens), P35398; activation, % at 10 µM; hit rate 1.5% among 65,000;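 active means activation above the mean of all tested compounds plus 3 SD, cut at about 49% in these data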;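 further: 0% = DMSO-treated RORA cells and 100% = added signal equal to DMSO minus mock-transfected cells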
SF-1 act – activators of human SF-1, primary screen, cell-based, CHO-K1, Gal4-SF-1 LBD, luciferase luminescence; Steroidogenic factor 1 (Homo sapiens), Q13285; hit rate 1.9% among 65,000; AID 522, 2006; CHO-K1 Gal4-SF-1 LBD luciferase reporter; % increase over DMSO SF-1-specific signal; activation, % at 10 µM;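 active means activation above the mean activation of all tested compounds plus 3 SD, cut at about 50% in these data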
Target sequence (Q13285 whole entry, looked up, the tested form may be a part): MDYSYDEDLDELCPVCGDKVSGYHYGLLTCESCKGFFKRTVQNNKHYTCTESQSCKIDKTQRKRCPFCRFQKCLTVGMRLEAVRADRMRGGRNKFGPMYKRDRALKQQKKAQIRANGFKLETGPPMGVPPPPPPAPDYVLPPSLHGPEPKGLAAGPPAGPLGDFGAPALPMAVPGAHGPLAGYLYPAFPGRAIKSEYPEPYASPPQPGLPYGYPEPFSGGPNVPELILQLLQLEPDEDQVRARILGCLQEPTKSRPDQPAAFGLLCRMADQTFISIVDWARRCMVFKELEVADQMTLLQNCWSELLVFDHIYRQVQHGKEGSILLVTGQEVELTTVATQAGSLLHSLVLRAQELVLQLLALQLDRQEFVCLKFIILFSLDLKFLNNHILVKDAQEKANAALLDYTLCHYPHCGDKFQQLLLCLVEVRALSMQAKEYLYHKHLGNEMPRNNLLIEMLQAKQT
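Material: Gal4–SF-1 LBD one-hybrid luciferase reporter in CHO-K1 cells | Amount: 4,000 cells per well | Compound dosing: 10 µM single point, 1% DMSO | Schedule: 20 h compound treatment, 37 °C | Measured by: SteadyLite luciferase luminescence | Evaluation: Percent activation versus DMSO | Control set: DMSO-treated SF-1-transfected cells as negative, DMSO-treated mock-transfected cells lacking SF-1 as background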
HTR1A agonist – human 5-HT1a receptor agonists, primary screen, cell-based, CHO, Ga15 NFAT-bla reporter; activation, % at 10 µM; CHO 5-HT1a Ga15 NFAT-bla reporter, FRET ratio; 0% basal, 100% maximal reference agonist; hit rate 0.56% among 65,000;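 active means activation above the screen-wide mean activation plus 3 SD, cut at about 19% in these data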;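 further: 0% = DMSO wells and 100% = 5-CT at EC100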
HTR1E antagonist – 5-HT1E receptor antagonists, primary screen, cell-based, HTS | hit rate 0.99% among 65,000 | AID 571, 2007 | 5-hydroxytryptamine receptor 1E (Homo sapiens), P28566 | CHO 5-HT1E Ga15 NFAT-bla reporter, FRET, antagonist | inhibition, % at 6 µM;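 active means inhibition above a set limit, the mean inhibition across every tested compound plus 3 SD, cut at about 29% in these data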;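 further: signal is the 460 over 535 nm emission ratio of beta-lactamase substrate; 0% = agonist plus DMSO wells and 100% = wells without agonist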
Target sequence (P28566 whole entry, looked up): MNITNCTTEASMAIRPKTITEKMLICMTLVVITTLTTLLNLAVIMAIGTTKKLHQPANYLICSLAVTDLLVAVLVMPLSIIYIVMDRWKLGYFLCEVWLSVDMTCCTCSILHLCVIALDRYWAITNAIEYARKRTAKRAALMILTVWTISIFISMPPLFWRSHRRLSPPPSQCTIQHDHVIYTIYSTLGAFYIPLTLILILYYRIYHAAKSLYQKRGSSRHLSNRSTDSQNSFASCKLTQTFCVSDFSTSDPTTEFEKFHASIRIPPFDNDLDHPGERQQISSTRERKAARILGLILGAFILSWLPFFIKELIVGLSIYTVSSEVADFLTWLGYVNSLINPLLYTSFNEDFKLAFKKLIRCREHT
HTR1E agonist – 5-HT1E receptor agonists, primary screen, cell-based, HTS | 5-hydroxytryptamine receptor 1E (Homo sapiens), P28566 | CHO 5-HT1E Ga15 NFAT-bla reporter, FRET; 0% DMSO wells, 100% control agonist wells | activation, % at 6 µM | hit rate 0.69% among 65,000 | AID 574, 2007;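 active means activation above a set limit, the screen-wide mean activation plus 3 SD, cut at about 8.5% in these data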;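 further: 100% = positive control agonist at 1 µM giving full maximal response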
5-HT1A blocker – human 5-HT1a receptor antagonists, primary screen, cell-based, CHO, Ga15 NFAT-bla reporter; CHO 5-HT1a Ga15 NFAT-bla reporter, antagonist mode; inhibition, % at 10 µM; hit rate 0.68% among 62,000;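 active means inhibition above the mean of all tested compounds plus 3 SD, cut at about 43% in these data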;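 further: receptor stimulated by 5-CT agonist at 100 nM near EC80; beta-lactamase reporter measured by ratiometric fluorescence of a cleavable substrate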
NADH coupling – inhibitors of PK/LDH coupling enzymes, profiling panel, artefact control, biochemical, MLSMR library. coupled PK/LDH NADH assays, four targets. IC50, µM (top dose mostly 10 µM), for the others: top-dose inhibition. hit rate 0.02% among 65,000;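 active means single-dose screening hits from any of four coupled enzyme assays that gave an IC50 when retested across doses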;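 further: the DPM-DC format reads NADH fluorescence rather than 340 nm absorbance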
MMP-13 inhibitor – human MMP13 inhibitors, primary screen, biochemical, FRET peptide cleavage. inhibition, % at 4 µM. hit rate 0.07% among 65,000. MMP-13 fTHP FRET cleavage, Mca fluorescence. Collagenase 3 (Homo sapiens), P45452;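 active means inhibition above the mean of compound-free control plate wells plus 3 SD, cut at about 14% in these data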;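 further: 0% = DMSO wells and 100% = wells with reference MMP-13 inhibitor after basal subtraction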
* marks the source's active call; other numbers are inactive results; x = no result given; [ ] = another dose, or the depositor's remark.

entry	SMILES	Ecoli tolC	HTR1A agonist	HTR1E antagonist	MMP-13 inhibitor	HTR1E agonist	5-HT1A blocker	RORA act	NADH coupling	SF-1 act
1	CCCN1C(=O)C(NC(=O)c2ccncc2)(C(F)(F)F)C2=C1CC(C)(C)CC2=O (centres undefined)	-3	-2.4	5	3	0.5	-11	2	4%	7
2	Cc1cc(C(=O)CN2C(=O)NC3(CCCc4ccccc43)C2=O)c(C)n1Cc1cccs1 (centres undefined)	41	0.4	8	2	0.0	5	30	5%	8
3	Cc1csc(NC(=O)CSc2nnc(-c3ccncc3)o2)n1	8	1.6	-2	3	-1.1	-8	38	5%	21
4	CCCS(=O)(=O)N1CCCC(C(=O)NCc2ccc(C)cc2)C1 (centres undefined)	-26	-1.4	16	2	0.0	-10	1	2%	8
5	CN(CC(O)COCc1cccs1)C1CCCCC1 (centres undefined)	-14	-1.4	1	1	1.2	6	-7	2%	-4
6	Cc1cc(C)n2nc[n+](C)c2n1	-7	-1.2	-6	2	0.2	-1	-17	2%	-2
7	OCCN1CCN(Cc2cc(Br)cc(Br)c2O)CC1	-4	-1.4	-7	4	-1.1	-9	-1	4%	-13
8	COc1cccc(N2C(=O)CC(N3CCC(C(N)=O)(N4CCCCC4)CC3)C2=O)c1 (centres undefined)	-16	-0.9	1	-14	-0.2	2	-19	10%	-2
9	NC(=O)c1ccc(N2CCCCC2)c(N2C(=O)C3C4C=CC(C4)C3C2=O)c1 (centres undefined)	13	0.0	4	1	0.5	10	0	5%	-3
10	Cc1ccc2c(C)nc(NC3=NCN(Cc4ccccc4)CN3)nc2c1	x	-2.3	4	0	-0.6	-13	3	10%	-5
11	COCCOC(=O)C1=C(C)N(Cc2ccccc2)C(=O)NC1c1cccc(OC)c1OC (centres undefined)	16	-0.3	-4	3	-1.5	6	1	4%	-4
12	Cn1c(=O)c2c(ncn2CC(=O)N2CCN(c3ccccc3)CC2)n(C)c1=O	-19	-0.5	-3	0	-1.6	2	-1	12%	-13
13	CCn1c(SCC(=O)NCCc2ccc(Cl)cc2)nnc1-c1cccs1	24	-2.3	-7	-6	0.9	3	4	3%	1
14	O=C(NCCCN1CCc2ccccc2C1)C1CCN(c2nnc(-n3cccc3)s2)CC1	-9	8.3	1	-3	0.4	7	-15	1%	-12
15	CCCCNC(=O)CCCn1c(=S)[nH]c2cc3c(cc2c1=O)OCO3	-11	-3.9	-7	2	0.0	5	2	3%	-6
16	COC(CCN(C)C)(c1ccccc1)c1ccccc1	-2	-2.0	7	0	0.0	-2	1	2%	6
17	Cc1cc(NC(=O)COc2cccc3cccnc23)no1	5	-4.5	-4	-2	-0.5	-5	14	4%	35
18	CCC(C)(C)n1nnnc1C(c1cc2cc(C)ccc2[nH]c1=O)N1CCCC1 (centres undefined)	0	-1.2	7	-16	-1.4	5	5	7%	-9
19	COc1ccc2[nH]cc(C(=O)CN3CCN(C/C=C/c4ccccc4)CC3)c2c1	26	1.3	-4	0	0.6	-1	14	6%	-2
20	O=C(CC1CCCCC1)c1c(O)c2ccccc2oc1=O	100*	1.2	-14	-2	0.4	-2	9	2%	16
21	O=S(=O)(c1ccc(OCC(O)CN2CCN(c3ccccc3)CC2)cc1)N1CCOCC1 (centres undefined)	-16	1.2	-4	2	-0.2	-15	-3	3%	-2
22	CCOC(=O)Nc1ccc(S(=O)(=O)NCc2ccccc2)cc1	-12	-0.1	17	-1	0.1	10	1	6%	-7
23	O=C(NCCN1CCOCC1)Nc1ccc(Cl)cc1Cl	-6	-0.9	18	5	0.3	4	21	6%	1
24	COc1ccc2c(c1)c1ncn(CCN3CCCC3)c(=O)c1n2C	-4	-1.2	3	-96[fluorescence artefact?]	-0.6	5	0	10%[fluoresces]	5
25	CC(C)Sc1nnc(NC(=O)C2CC2)s1	-9	-1.8	10	2	-0.1	14	40	0%	11

Reprinted at random: three compounds from above
entry	SMILES	Ecoli tolC	HTR1A agonist	HTR1E antagonist	MMP-13 inhibitor	HTR1E agonist	5-HT1A blocker	RORA act	NADH coupling	SF-1 act
17	Cc1cc(NC(=O)COc2cccc3cccnc23)no1	5	-4.5	-4	-2	-0.5	-5	14	4%	35
10	Cc1ccc2c(C)nc(NC3=NCN(Cc4ccccc4)CN3)nc2c1	x	-2.3	4	0	-0.6	-13	3	10%	-5
20	O=C(CC1CCCCC1)c1c(O)c2ccccc2oc1=O	100*	1.2	-14	-2	0.4	-2	9	2%	16

Structures shown so far with a Cl atom, in the order listed:
entry	SMILES	Ecoli tolC	HTR1A agonist	HTR1E antagonist	MMP-13 inhibitor	HTR1E agonist	5-HT1A blocker	RORA act	NADH coupling	SF-1 act
13	CCn1c(SCC(=O)NCCc2ccc(Cl)cc2)nnc1-c1cccs1	24	-2.3	-7	-6	0.9	3	4	3%	1
23	O=C(NCCN1CCOCC1)Nc1ccc(Cl)cc1Cl	-6	-0.9	18	5	0.3	4	21	6%	1

Other records
entry	SMILES	Ecoli tolC	HTR1A agonist	HTR1E antagonist	MMP-13 inhibitor	HTR1E agonist	5-HT1A blocker	RORA act	NADH coupling	SF-1 act
26	CC12CC(NC(=O)N1CCc1ccccc1)c1cc(Cl)ccc1O2 (centres undefined)	-13	-0.9	1	2	0.1	18	-40	4%	-13
27	Cc1csc(-c2coc3cc(O)cc(C)c3c2=O)n1	26	-3.5	5	-5	0.6	12	66*	2%	68*
28	CCN1CCCC(NC(=O)c2scc3c2CCCC3)C1 (centres undefined)	-12	-0.6	-4	4	0.3	3	12	0%	16
29	O=C(c1ccccc1Oc1ccccc1)N1CCN(c2ccccc2)CC1	41	-1.6	9	0	-1.2	23	-1	6%	-8
30	Cc1cc(C)nc(N2CCCC(C(=O)Nc3ccc4c(c3)OCCO4)C2)n1 (centres undefined)	-15	1.6	-4	-14	-0.1	-12	-10	8%	-2
31	CCOc1ccc(S(=O)(=O)NCCC(=O)OC(C)C(=O)N2CCc3ccccc32)cc1 (centres undefined)	20	0.2	-5	1	1.2	6	-23	7%	-7
32	O=C(CCC1N=C2c3ccccc3N=C(SCc3ccc(Cl)cc3)N2C1=O)NCc1ccco1 (centres undefined)	28	0.8	-7	-9	1.0	-5	-6	6%	14
33	COC(=O)c1ccc(Cl)c(NC(=O)CN(c2ccc3c(c2)OCO3)S(C)(=O)=O)c1	8	-2.3	-6	1	0.0	1	-17	4%	4
34	COc1ccc(CN2C(=O)CCC2(C)C(=O)NC2CCCCCC2)cc1 (centres undefined)	-15	-2.1	1	1	-0.3	-14	-4	0%	-4
35	O=C1CCCN1C(=O)CCC(=O)N1CCCC1=O	-15	-1.4	-3	0	-1.2	-9	-20	7%	-1
36	CC(=O)N(c1ccccc1)C1SC(=O)N(c2ccccc2)C1=O (centres undefined)	4	-3.1	0	4	0.4	-2	-23	5%	-18
37	CC(=O)N1CCC2(CC1)C(C#N)=C(N)Oc1n[nH]c(C)c12	-7	1.4	-10	2	1.8	-10	14	11%	9
38	Cc1nc2nc(C)n(-c3ccccc3)c2s1	-1	0.0	-1	7	0.6	-7	0	3%	9
39	CN(CC(=O)N1CCCc2c1c(=O)oc1ccc(O)cc21)Cc1ccccc1	8	-0.1	-5	-1	0.7	3	6	2%	-3
40	Cc1cc2oc(=O)cc(CN3CCN(C/C=C/c4ccccc4)CC3)c2cc1O	39	1.7	5	-1	0.4	27	11	5%	4
41	COc1ccc(OC)c(C2/C(=C(\O)c3c(C)nc4ccccn34)C(=O)C(=O)N2CCCN(C)C)c1 (centres undefined)	-9	-1.3	2	-4	0.8	6	-3	3%	-7
42	COc1ccc(-c2nc3c(Br)c(N)c(Br)cc3o2)cc1	3	-1.8	-2	-1	1.4	x	6	4%	73*
43	Cc1nnc2n(-c3ccccc3)c(=O)c3c4c(sc3n12)CCCC4	7	1.2	-4	-4	0.4	x	-13	5%	-10
44	NC(=O)c1c(-c2cccs2)csc1N	-10	0.3	0	-2	-1.0	-8	-14	2%	-5
45	Cc1[nH]c(=O)cc2ccccc12	-7	-1.8	-5	-1	0.1	-8	-8	3%	-3
46	CCCCCCN=CC1=C(O)CC(C)(C)CC1=O	-5	-2.4	-8	1	0.9	-16	8	5%	-3
47	CCOC(=O)C1CCCN(Cc2cc(Br)c(OC)cc2OC)C1 (centres undefined)	-21	-1.0	3	-3	0.3	12	14	17%	14
48	O=C(COc1ccccc1)Nc1nc(-c2ccc(S(=O)(=O)N3CCOCC3)cc2)cs1	13	-1.2	-2	-14	0.2	-6	-14	5%	1
49	CCOC(=O)c1ccccc1NC(=O)COC(=O)C1=COCCO1	5	-2.8	19	-6	-1.3	-5	11	2%	-4
50	CC(=O)Nc1nnc(SCC(=O)NCC2CCCO2)s1 (centres undefined)	-18	2.0	-5	3	0.6	3	2	5%	-2
51	Cc1cc(NC(=O)Cn2cc(C(F)(F)F)cc(Cl)c2=O)no1	-10	1.4	-3	2	1.6	8	15	4%	-1
52	O=C(Oc1c(Cl)cc(Cl)c2cccnc12)N1CCOCC1	-10	-4.2	-8	-3	-0.9	0	-20	10%	-14
53	COC(=O)C1CCN(C(=O)c2cc(OC)c(OC)c(OC)c2)CC1	-2	0.0	-13	2	-0.3	-4	-12	3%	-4
54	COC(=O)c1[nH]c2ccc(C)cc2c1NC(=O)CN1CCCCC1C (centres undefined)	6	-4.3	1	-31	1.3	9	-10	11%	-21
55	CCC(=O)Nc1ccc(NC(=O)c2cc3ccccc3o2)cc1	-2	0.8	0	4	-0.7	-16	5	2%	10

Entries of single compounds, looked up by structure. Order of screens: Ecoli tolC | HTR1A agonist | HTR1E antagonist | MMP-13 inhibitor | HTR1E agonist | 5-HT1A blocker | RORA act | NADH coupling | SF-1 act
Record of `CCC(=O)Nc1ccc(NC(=O)c2cc3ccccc3o2)cc1` = -2 | 0.8 | 0 | 4 | -0.7 | -16 | 5 | 2% | 10
Record of `COC(=O)c1[nH]c2ccc(C)cc2c1NC(=O)CN1CCCCC1C` (centres undefined) = 6 | -4.3 | 1 | -31 | 1.3 | 9 | -10 | 11% | -21
Record of `COC(=O)C1CCN(C(=O)c2cc(OC)c(OC)c(OC)c2)CC1` = -2 | 0.0 | -13 | 2 | -0.3 | -4 | -12 | 3% | -4
Record of `Cc1cc(NC(=O)Cn2cc(C(F)(F)F)cc(Cl)c2=O)no1` = -10 | 1.4 | -3 | 2 | 1.6 | 8 | 15 | 4% | -1
Record of `O=C(Oc1c(Cl)cc(Cl)c2cccnc12)N1CCOCC1` = -10 | -4.2 | -8 | -3 | -0.9 | 0 | -20 | 10% | -14
